Pf growth 96h: P. falciparum growth inhibition at 96 hours; P. falciparum luciferase reporter growth, 96 h; Potency, µM (doses to about 28.7 µM), for the others: at the top dose activity change, negative = inhibition, hits mostly inhibitors; 6.9% of 320,000 active; AID 504834; further: potency means the concentration at half of the fitted maximal effect; on the % scale 0 is the no-effect control and ±100 the full control effect
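Two-generation exposure (96 h) targets delayed-death phenotype. Reporter parasites carrying integrated firefly luciferase, in red cells at 2% hematocrit and 0.05% parasitemia final, kept at 37 C, 5% CO2; luminescence loss indicates inhibition.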
Shiga inhibitor: inhibitors of Shiga toxin in Vero cells. 9.2% of 290,000 active. Vero cells, Shiga toxin protein synthesis inhibition reporter. inhibition, % at 38.7 µM; in the data active means inhibition mostly above about 28%, no sharp cut-off; inactive means mostly below about 43%; further: 0% is about no effect
HCV inh: HCV inhibition. Huh7.5.1 HCVcc-Cre infection, luciferase reporter, 44 h. Potency, µM (highest dose often 41.8 µM), for inactives: top-dose activity change, negative = inhibition, most hits filed as inhibitors. 3.4% of 340,000 active; further: potency means the concentration at half of the fitted maximal effect; on the % scale 0 is the no-effect control and ±100 the full control effect
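Infectious HCVcc-Cre (~0.5 moi) was added to cells just after compound, with cells seeded 4 h earlier at 1,000 per well. Luciferase activity after 44 h culture reported infection; substrate was incubated 15 min at room temperature before reading.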
Pf growth 48h: inhibits P. falciparum growth in the first generation, 48 h. Potency, µM (doses to about 28.7 µM), for the others: at the top dose activity change, negative = inhibition, actives largely listed as inhibitors. P. falciparum luciferase growth in erythrocytes, 48 h. 5.9% of 310,000 active; further: potency means the concentration at half of the fitted maximal effect; on the % scale 0 is the no-effect control and ±100 the full control effect
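Growth was read as firefly luciferase luminescence after a 48 h, 37 C, 5% CO2 exposure of compounds to reporter-bearing P. falciparum cultures (0.1% parasitemia, 2% hematocrit final) in Albumax-supplemented RPMI 1640.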
Cycloheximide cs: affects cycloheximide protein synthesis inhibition readout, counter-screen. 12% of 300,000 active. max response, %. AID 2314. cell reporter, cycloheximide protein synthesis inhibition counterscreen; in the data active means max response mostly above about 13%, no sharp cut-off; inactive means mostly below about 14%; further: read at 38.3 µM for the half of the compounds with a filed dose; 0% is about no effect
Giardia FBPA inh: blocks Giardia fructose-bisphosphate aldolase activity | A8B2U2 | purified Giardia FBPA | Potency, µM (titrated, usually from 59.6 µM), for inactives: at the top dose activity, negative = inhibition, most hits filed as inhibitors | 0.71% of 290,000 active | AID 2451; further: potency means the concentration at half of the fitted maximal effect; on the % scale 0 is the no-effect control and ±100 the full control effect; nearly all actives have a fitted effect of over 55% in size
Target sequence (A8B2U2 whole entry, looked up): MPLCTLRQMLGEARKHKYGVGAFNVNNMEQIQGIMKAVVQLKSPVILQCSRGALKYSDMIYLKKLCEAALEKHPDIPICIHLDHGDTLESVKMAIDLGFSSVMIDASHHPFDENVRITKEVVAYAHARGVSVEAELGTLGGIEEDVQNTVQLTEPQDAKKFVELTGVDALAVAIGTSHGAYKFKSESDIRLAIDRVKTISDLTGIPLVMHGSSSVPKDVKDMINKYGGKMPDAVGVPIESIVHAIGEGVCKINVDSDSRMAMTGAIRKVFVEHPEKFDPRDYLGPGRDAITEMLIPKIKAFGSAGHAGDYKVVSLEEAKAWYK
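40 nM FBPA preincubated 10 min at RT with compound (up to 57.5 uM final), then substrate plus GAPDH/TPI/NAD/arsenate coupling and diaphorase/resazurin added. Fluorescence read after 20 min at RT, 525/598 nm.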
Active calls of the source: *; ? = inconclusive; nt = not tested or not shown; & = joins results of further samples; [ ] = remark or other dose. Unless noted, the call rests on the fitted dose curve; in most records, active means well fitted curve in the direction sought with a large enough effect; inconclusive means small, poorly fitted or top-dose-only effect, or another doubt; inactive means no such curve, though single readings can be large; an effect the other way counts as inactive or inconclusive.

SMILES | Pf growth 96h | Shiga inhibitor | HCV inh | Pf growth 48h | Cycloheximide cs | Giardia FBPA inh
O=C(CSc1n[nH]c(=O)[nH]c1=O)Nc1ccc(C(=O)O)cc1 | 19% | -16 | 7% | 11% | -1 | -11%
CCc1noc(C)c1C(=O)OCC(=O)N(CC)c1c(N)n(Cc2ccccc2)c(=O)[nH]c1=O | 3% | nt | 10% | -2% | nt | nt
COc1ccc(-n2nnnc2CNC(=O)C(=O)c2c[nH]c3ccccc23)cc1 | 10% | nt | ? | ? | nt | nt
CCN1CCN(C(c2ccccc2OC)c2nnnn2C2CCCCC2)CC1 (stereo unspecified) | 14% | -9 | 4% | -23% | -4 | -3%
CCCCn1c2nc3ccccc3nc2c2c(=N)oc(C)nc21 | nt | -21 | -10% | 1% | -7 | ?
Cc1nc(SCc2c(F)cccc2Cl)c2c(=O)n(C)c(=O)n(C)c2n1 | 10% | -14 | 4% | nt | -6 | 0%
CC(C)(C)OC(=O)N1CCC(CC2CC(c3ccc(Cl)cc3)=NO2)(C(=O)NCC2CCCCC2)CC1 (stereo unspecified) | ? | 47* | 21% | -69% | 32* | 5%
COc1ccc(CN(CC(=O)NCc2ccco2)C(=O)CCC(=O)Nc2ccccn2)cc1 | -37% | -8 | -4% | nt | -1 | -1%
CC(C)c1ccc(N(C(=O)c2snc(C(N)=O)c2N)C(C(=O)NCC2CCCO2)c2ccc(N(C)C)cc2)cc1 (stereo unspecified) | 10% | -4 | ? | ? | -7 | 3%
COc1ccc2c(-c3ccccc3)cc3nnnn3c2c1 | 187%[activator] | -15 | ? | 0% | -3 | -1%
O=C(COC(=O)Cc1cccs1)Nc1ccc(F)c(F)c1F | 7% | -15 | 5% | nt | -5 | -2%
Cc1c(-c2ccccc2)[n+](=O)c(-c2ccco2)c(C)n1[O-] | 5.2µM* | 47 | 9% | 2% | -2 | 0%
Cc1cc(C(F)(F)F)nc(CCNC(=O)C2CCC(=O)N(Cc3cccc(F)c3)C2)n1 (stereo unspecified) | 25% | -2 | nt | -15% | -2 | 1%
Cc1c(Br)c(=O)oc2c(Br)c(O)c(O)cc12 | -30% | -11 | -23% | 20% | -4 | ?
CC(C)CC1C(C#N)=C(N)OC2=C1C(=O)CC(c1ccccc1)C2 (stereo unspecified) | -23% | 2 | 16% | ? | 2 | -8%
O=C(OCC(=O)N1CCc2ccccc21)c1ccc[nH]c1=O | 128%[activator] | 19 | -3% | 20% | 2 | 7%
Cc1ccccc1OCCn1c(C)nc2ccccc21 | -29% | nt | 5.6µM* | ? | -1 | 6%
C=CCc1cccc2cc(C(=O)Nc3ccccc3C(=O)O)c(=O)oc12 | 38%[5.75 µM] | -15 | 0% | 7% | 0 | -8%
CCN(CC)CC(=O)Nc1c(C)cc(C(C)(C)C)cc1C | 59%[activator] | 40* | -19% | -6% | 32* | -9%
CCOc1cc(C(=O)Nc2ccccc2N2CCOCC2)ccc1OCC(=O)N1CCOCC1 | 26% | nt | 4% | 9% | nt | nt
Cc1cc(C)cc(OCc2ccc(C(=O)O)o2)c1 | 26% | 27 | -7% | 11% | 9.3* | ?
O=C(c1ccc2c(c1)OCCO2)C1CCN(S(=O)(=O)c2ccccc2F)CC1 | 29% | -1 | 5% | 34%[activator] | -1 | 3%
COc1cc2nc(C3CCC3)n(NC(=O)C3CCC3)c(=O)c2cc1OC | -26% | -6 | 8% | 10% | -1 | 8%
O=c1[nH]c(NCCO)nc2ncn(Cc3ccccc3)c12 | nt | 11 | 8% | 3% | -6 | 1%
COc1cc(C(=O)ON=C2C=C(C)C(=O)C(C)=C2)cc(OC)c1OC | 30%[activator] | -26 | 17% | -24% | 8 | ?
CC(C)Cc1nnc(NC(=O)CCC(=O)N2CCN(c3ccccc3F)CC2)s1 | 0% | 11 | 5% | 13% | -1 | 15%
C/C(=N\NC(=S)NC(C)C)c1cccc([N+](=O)[O-])c1 | ? | -1 | 1% | -16% | -1 | -9%
CCCCN(C)Cc1c(C)[nH]c2ccc(OCC)cc2c1=O | ? | -3 | 15% | -6% | -5 | 2%
CC(C(=O)N1CCc2ccccc21)n1cccc1 (stereo unspecified) | nt | -11 | -2% | -11% | -2 | 2%
COc1ccc(/C(C)=N/N2C(=O)c3ccccc3NC2c2ccc(O)c(OC)c2)cc1 (stereo unspecified) | 11% | 33* | 6% | 66%[activator] | 14* | -9%
Cc1cc(-c2nnc3sc(C4CCCCC4)nn23)n[nH]1 | ? | -4 | 15% | nt | -2 | 1%
CC(=O)Nc1ccc(NC(=O)CSc2nnnn2-c2ccc(F)cc2)cc1 | 102%[activator] | -3 | -18% | ? | 6 | 1%
Cc1ccc(-c2cc(C(=O)NCCCn3ccnc3)c3cc(Br)ccc3n2)o1 | ? | -3 | -12% | 9.3µM* | -1 | -2%
CCOC(=O)c1c(C)[nH]c(C(=O)OCC(=O)c2ccc(OC)cc2OC)c1C | 116%[activator] | nt | ? | 50%[activator] | nt | nt
COc1ccc(NC(=O)CSc2ccc3nnc(-c4cccnc4)n3n2)cc1OC | -5% | 14 | 3% | -10% | -1 | -1%
Oc1cccc2cccnc12 | ? | 2&4 | nt | ? | -3&-1 | ?
N#Cc1nc(Cc2cccc3ccccc23)oc1NCCN1CCCCC1 | nt | 19 | 11µM* | ? | -6 | -4%
COc1ccc(N2CCN(C3CC(=O)N(Cc4ccccc4)C3=O)CC2)cc1 (stereo unspecified) | -27% | 3 | 6% | -11% | 4 | -7%
CC(=O)c1ccc(N2CCN(S(=O)(=O)c3ccc4c(c3)NC(=O)CC(=O)N4)CC2)cc1 | ? | 55* | -19% | 27% | 24* | nt
C[C@H](NC(=O)[C@@H](N)Cc1ccc(O)cc1)C(=O)NCC(=O)N[C@H]1CSSC[C@@H](C(=O)O)NC(=O)[C@H](CO)NC(=O)[C@H]([C@@H](C)O)NC(=O)[C@H](Cc2ccccc2)NC(=O)[C@H]([C@@H](C)O)NC(=O)[C@H](CCCCN)NC(=O)[C@@H](Cc2c[nH]c3ccccc23)NC(=O)[C@H](Cc2ccccc2)NC(=O)[C@H](Cc2ccccc2)NC(=O)[C@H](CC(N)=O)NC(=O)[C@H](CCCCN)NC1=O | nt | -10 | nt | nt | -4 | 0%
COC(=O)CS(=O)(=O)c1nnc([C@H](Cc2ccccc2)NC(=O)OC(C)(C)C)o1 | -13%[5.75 µM] | -5 | ? | -17% | 10 | 3%
C[C@@H]1CCC[C@H](C)N1Cc1nc(Cc2ccccc2Cl)no1 | 21% | 20 | -3% | 8% | 13 | -2%
COc1ccc(C(=O)OC2C[C@H]3CC[C@H](C2)N3C)cc1OC (stereo partly specified) | 7% | nt | 3% | -4% | nt | nt
Cc1nc(S/C(=C/c2ccc(OCc3ccc(C(=O)O)cc3)cc2)C(=O)O)n[nH]1 | -1% | -16 | 28% | ? | -4 | 17%
COc1ccccc1C(=O)NCCC(=O)OCC(=O)Nc1ccc(S(N)(=O)=O)cc1 | 13% | nt | 11% | 17% | nt | nt

Some of the entries above, reformatted:
Value order – Pf growth 96h	Shiga inhibitor	HCV inh	Pf growth 48h	Cycloheximide cs	Giardia FBPA inh
- C/C(=N\NC(=S)NC(C)C)c1cccc([N+](=O)[O-])c1
 : ?	-1	1%	-16%	-1	-9%
- CCCCN(C)Cc1c(C)[nH]c2ccc(OCC)cc2c1=O
 : ?	-3	15%	-6%	-5	2%
- CC(C(=O)N1CCc2ccccc21)n1cccc1 (stereo unspecified)
 : nt	-11	-2%	-11%	-2	2%
- COc1ccc(/C(C)=N/N2C(=O)c3ccccc3NC2c2ccc(O)c(OC)c2)cc1 (stereo unspecified)
 : 11%	33*	6%	66%[activator]	14*	-9%
- Cc1cc(-c2nnc3sc(C4CCCCC4)nn23)n[nH]1
 : ?	-4	15%	nt	-2	1%
- CC(=O)Nc1ccc(NC(=O)CSc2nnnn2-c2ccc(F)cc2)cc1
 : 102%[activator]	-3	-18%	?	6	1%
- Cc1ccc(-c2cc(C(=O)NCCCn3ccnc3)c3cc(Br)ccc3n2)o1
 : ?	-3	-12%	9.3µM*	-1	-2%
- CCOC(=O)c1c(C)[nH]c(C(=O)OCC(=O)c2ccc(OC)cc2OC)c1C
 : 116%[activator]	nt	?	50%[activator]	nt	nt
- COc1ccc(NC(=O)CSc2ccc3nnc(-c4cccnc4)n3n2)cc1OC
 : -5%	14	3%	-10%	-1	-1%
- Oc1cccc2cccnc12
 : ?	2&4	nt	?	-3&-1	?
- N#Cc1nc(Cc2cccc3ccccc23)oc1NCCN1CCCCC1
 : nt	19	11µM*	?	-6	-4%
- COc1ccc(N2CCN(C3CC(=O)N(Cc4ccccc4)C3=O)CC2)cc1 (stereo unspecified)
 : -27%	3	6%	-11%	4	-7%
- CC(=O)c1ccc(N2CCN(S(=O)(=O)c3ccc4c(c3)NC(=O)CC(=O)N4)CC2)cc1
 : ?	55*	-19%	27%	24*	nt
- C[C@H](NC(=O)[C@@H](N)Cc1ccc(O)cc1)C(=O)NCC(=O)N[C@H]1CSSC[C@@H](C(=O)O)NC(=O)[C@H](CO)NC(=O)[C@H]([C@@H](C)O)NC(=O)[C@H](Cc2ccccc2)NC(=O)[C@H]([C@@H](C)O)NC(=O)[C@H](CCCCN)NC(=O)[C@@H](Cc2c[nH]c3ccccc23)NC(=O)[C@H](Cc2ccccc2)NC(=O)[C@H](Cc2ccccc2)NC(=O)[C@H](CC(N)=O)NC(=O)[C@H](CCCCN)NC1=O
 : nt	-10	nt	nt	-4	0%
- COC(=O)CS(=O)(=O)c1nnc([C@H](Cc2ccccc2)NC(=O)OC(C)(C)C)o1
 : -13%[5.75 µM]	-5	?	-17%	10	3%
- C[C@@H]1CCC[C@H](C)N1Cc1nc(Cc2ccccc2Cl)no1
 : 21%	20	-3%	8%	13	-2%

Additional structures follow:
SMILES | Pf growth 96h | Shiga inhibitor | HCV inh | Pf growth 48h | Cycloheximide cs | Giardia FBPA inh
CC(NC(=O)COc1cccnc1[N+](=O)[O-])c1ccc(F)cc1 (stereo unspecified) | 38%[activator] | -4 | -1% | 58%[activator] | -2 | 0%
COc1cccc(CN(C)CC(=O)Nc2cc3oc4ccccc4c3cc2OC)c1 | -58% | -7 | 16µM* | ? | 5 | 13%
Cc1cccc(SC2CCN(Cc3nc(CC4CC4)no3)CC2)c1 | -5% | -4 | 5% | 12% | -2 | -4%
CCOC(=O)C1CCN(C(=O)Cc2c(F)cccc2Cl)CC1 | 0% | -1 | 1% | 21% | -6 | 15%
Clc1ccc(CN2CCSCC2)cc1Cl | -18% | -2 | 20% | -15% | -3 | ?
COc1cccc(-c2nc(CS(=O)(=O)CC(=O)NCC(C)c3ccccc3)c(C)o2)c1 (stereo unspecified) | -2% | -1 | ? | 7% | 4 | 7%
COCCC(=O)Nc1ccc2c(c1)CN(C(=O)CCOC)CC2 | 43%[activator] | -6 | 13% | 36%[activator] | 0 | 4%
CC(=O)c1cn(CCOc2cc(C)ccc2C)c2ccccc12 | ? | -7 | 1.8µM* | ? | -2 | -1%
CCn1cnc2c1c(=O)n(Cc1ccc(C(=O)OC)cc1)c(=O)n2Cc1ccccc1 | ? | -4 | 1% | ? | -5 | 3%
CCOC(=O)N1CCN(Cc2nc3cc(NC(=O)C(C)C)ccc3n2CC)CC1 | 14% | -4 | 13% | -19% | -3 | -3%
Cc1nnc(NC(=O)C2CC(=O)N(Cc3ccccc3)C2)s1 (stereo unspecified) | ? | -6 | 3% | -7% | 1 | nt
COc1ccc(N2CCN(C(c3cc4cc(C)ccc4[nH]c3=O)c3nnnn3Cc3ccccc3)CC2)cc1 (stereo unspecified) | 3.7µM* | -4 | -27% | nt | -1 | ?
CCCOc1ccc(C(=O)NNC(=O)c2cccc(S(=O)(=O)N3CCN(C(C)=O)CC3)c2)cc1OC | 2% | nt | -14% | 1% | nt | nt

Bioassay records from PubChem BioAssay.
